Bioassay records: PubChem, several laboratories
CSM14.1 death rescue – rescue of cells from ER stress-induced death, primary screen, 384-well, CSM14.1, thapsigargin, ATP luminescence (AID 1222) | CSM14.1 thapsigargin-induced death rescue, ATP luminescence; higher % means a stronger effect | cellular ATP content (survival), % at 20 µM; hits with a dose series show EC50 in µM | 190,000 tested, under 10 active;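 active = EC50 below 50 µM in the dose-response confirmation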;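 also: death triggered by thapsigargin at about 15 µM added after 2 h compound pretreatment; cell ATP read after overnight thapsigargin exposure of roughly 18 to 22 hours; normalized against plate controls of thapsigargin alone and 5% DMSO vehicle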
UTI89 phage lysis – inhibition of K1F phage lysis, E. coli UTI89, bacterial capsule biogenesis inhibitors, alamar blue (AID 488966). E. coli UTI89 K1F phage lysis, alamar blue, 2 h; higher % means a stronger effect. inhibition, % at 100 µM; hits with a dose series show IC50 in µM. 340,000 tested, 0.02% active;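 active = phage lysis inhibition, versus mean bacterial control, above a set limit; inconclusive = no clear call, values can overlap the other calls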;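 also: capsule biogenesis inhibitors block K1F phage lysis so surviving cells raise fluorescence; higher fluorescence means more inhibition of phage lysis; actives were called in the ten point dose series up to 300 µM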
XIAP displacement – XIAP antagonists, biochemical, IAP family, fluorescence polarization (AID 1018). XIAP BIR domain, fluorescence polarization peptide displacement; higher % means a stronger effect. displacement, % at 20 µM; hits with a dose series show IC50 in µM. 200,000 tested, 0.007% active; in the data active = displacement above about 50%; also: a part of the inactive calls stands beside numbers as strong as those of hits
Large T inhibition – SV40 large T antigen inhibitors, biochemical (AID 1903). SV40 large T antigen ATPase/helicase inhibition assay; higher % means a stronger effect. 310,000 tested, 0.39% active. one-dose inhibition, % at 20 µM; IC50 in µM for titrated hits; in the data active = a potency from the dose series; inconclusive = inhibition mostly from about 32% at the one dose, without a potency; inactive = the rest, 99 in 100 with inhibition below about 32%; also: strong numbers were not always called active
RSV antiviral HEp-2 – RSV antiviral activity via CPE protection, HEp-2 cells, primary 10 µM value included (AID 2391); 310,000 tested, 0.13% active; one-dose CPE inhibition, % at 10 µM; IC50 in µM for titrated hits; HEp-2 cells, RSV-induced CPE inhibition; higher % means a stronger effect; in the data active = a potency from the dose series; inconclusive = CPE inhibition mostly from about 23% at the one dose, without a potency; inactive = the rest, 99 in 100 with CPE inhibition below about 21%; also: strong numbers were not always called active
Yfh1-depleted yeast – enhancers of respiration in Yfh1-depleted yeast, dose response, Friedreich's ataxia, plus single-dose screen (AID 1465). 220,000 tested, 0.074% active. one-dose fold induction at 50 µM; EC50 in µM for titrated hits. S. cerevisiae Yfh1-off respiration, WST-1 reduction, 72 h; higher fold induction means a stronger effect;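 active = fold induction of absorbance versus untreated yeast above a set limit, then at least 30% activation at any dose in follow-up; inconclusive = repeats straddling the limit, or above it without dose testing; inactive = fold induction below the set limit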;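 also: activators that raise dye reduction in frataxin-depleted yeast; strong numbers were not always called active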
WT yeast gro inh – growth inhibition of WT strain, primary screen, mitochondrial fusion inhibitor project, WT and mutant strains, chemical genetic. mitochondrial fusion phenotypic screen. inhibition, % at 10 µM. 190,000 tested, 2.1% active. AID 1362, 2008; in the data active = inhibition above about 58%; tested in S. cerevisiae
West Nile antiviral – West Nile virus antiviral activity, cell-based, CPE readout (AID 1621) | West Nile virus-infected cells, CPE inhibition; higher % means a stronger effect | one-dose CPE inhibition, % at 10 µM; IC50 in µM for titrated hits | 290,000 tested, 0.02% active; in the data active = a potency from the dose series; inconclusive = CPE inhibition mostly from about 3.7% at the one dose, without a potency; inactive = the rest, 99 in 100 with CPE inhibition below about 2.2%; also: strong numbers were not always called active
Dengue-2 NS5 capping – Dengue-2 NS5 methyltransferase inhibitors, primary screen, biochemical, confirmation dose response (AID 588689); Genome polyprotein (Dengue virus type 2 (strain 16681-PDK53)); Dengue-2 NS5 methyltransferase capping enzyme assay, biochemical; higher % means a stronger effect; one-dose inhibition, % at 25 µM; IC50 in µM for titrated hits; 340,000 tested, 0.3% active; in the data active = a potency from the dose series; inconclusive = inhibition above about 29% without an active follow-up result
WT yeast gro inh mutant strain – further read-out of WT yeast gro inh, marked with its call; inhibition, %; mitochondrial fusion phenotypic screen, mutant strain inhibition
Dengue-2 NS5 capping pilot replicate – recorded beside Dengue-2 NS5 capping, whose call it bears; inhibition, %; measured here: pilot screen replicate inhibition
* hit, by the source's call; i = inactive; ? = inconclusive; . = not tested or not shown; [ ] = remark or other dose.

SMILES | CSM14.1 death rescue | UTI89 phage lysis | XIAP displacement | Large T inhibition | RSV antiviral HEp-2 | Yfh1-depleted yeast | WT yeast gro inh | WT yeast gro inh mutant strain | West Nile antiviral | Dengue-2 NS5 capping | others
COc1ccc(-c2nc(NC(=O)c3ccccc3)sc2-c2ccc([N+](=O)[O-])cc2)cc1 | -0.8% | 0.0% | 0.6% | -0.1% | ? | . | 4.3 | -3.6 | . | -9.1%
COc1ccc(CCNC(=O)CN(c2cccc([N+](=O)[O-])c2)S(C)(=O)=O)cc1 | -0.7% | -0.3% | -4.5% | 7.5% | -0.8% | i | -5.3 | -13.5 | -1.5% | -10.3%
O=C(NCCCO)C(=O)NCc1ccccn1 | -2.2% | -0.3% | 1.6% | 11.0% | 1.8% | i | -3.3 | -1.5 | 1.7% | -1.6%
O=c1[nH]c(C2CCCN(S(=O)(=O)c3ccccc3)C2)nc2c1nnn2Cc1cccc(Cl)c1 (stereo unspecified) | . | -0.5% | . | 3.5% | 43.0% | . | . | . | -0.3% | -2.5%
C=CCn1c(=O)c2ccccc2n2c(SCC(=O)O)nnc12 | . | 0.0% | . | -4.4% | 1.2% | . | . | . | 0.1% | -7.2%
CCN1C(=O)[C@@H]2[C@@H](c3ccc(-c4ccc5c(c4)OCO5)c(OC)c3)N3CCC[C@@]3(C(=O)OC)[C@@H]2C1=O | . | 1.6% | . | 13.9% | -2.5% | . | . | . | . | 7.0%
CCCS(=O)(=O)c1c(S(=O)(=O)CCC)c2ccc(C(C)=O)cn2c1C(=O)OC | 1.2% | 0.3% | -9.0% | 12.2% | -1.7% | i | -6.1 | -0.4 | 1.2% | .
O=C(CSc1nnc(-c2cccs2)o1)Nc1cccc(S(=O)(=O)N2CCCCC2)c1 | -0.6% | 0.5%[50 µM] | -6.1% | 3.3% | 5.9% | i | -18.6 | 3.2 | -0.4% | -7.9%
COc1ccc(-c2cn3ccccc3n2)cc1[N+](=O)[O-] | -6.2% | 0.0% | -1.4% | 18.1% | 2.2% | i | 23.1 | 18.5 | 1.1% | -1.8%
O=C(CC(c1ccccc1)c1ccccc1O)N1CCCC1 (stereo unspecified) | -0.2% | 1.7% | -2.6% | -6.9% | 5.1% | i | 7.8 | -15.9 | -0.2% | 44.1%
CC(=O)c1ccc(N(C(=O)CNC(=O)c2cccs2)C(C(=O)NCC2CCCO2)c2ccccc2)cc1 (stereo unspecified) | . | 0.3% | . | 15.2% | 1.6% | . | . | . | -0.5% | -2.4%
COc1ccc(NC(=O)c2cc(-c3ccccc3)on2)cc1 | . | 0.4% | . | 25.7% | 0.6% | . | . | . | -0.3% | -6.5% | Dengue-2 NS5 capping pilot replicate=0.3
Cc1cc(/C=N/NC(N)=S)c(C)n1-c1ccc(Cl)cc1 | -0.8% | 0.3% | -9.1% | 10.8% | 4.1% | i | 1.8 | 22.0 | 0.6% | -13.4%
Cc1c(NC(=O)CN2CCCC(C)C2)ccc2nsnc12 (stereo unspecified) | -2.3% | 0.2% | -3.3% | 9.1% | 0.4% | i | -7.4 | -12.6 | -0.5% | 0.0%
O=C(COc1ccccc1)NC(=S)Nc1cccc(NC(=O)c2ccccc2Cl)c1 | -2.6% | -1.6% | -10.9% | -3.7% | 0.7% | i | -14.4 | 3.0 | -0.2% | -1.4%
CC1=N/C(=C\c2ccc([N+](=O)[O-])cc2)C(=O)N1c1ccc(Br)c(C)c1 | 2.1% | -0.8% | -7.1% | 3.5% | 1.2% | i | -5.7 | -0.7 | -1.1% | -3.4%
CC(=O)c1sc(NC(=O)c2cc3c(C)nn(-c4ccccc4)c3s2)nc1C | -0.2% | 0.2% | -10.8% | -4.5% | 2.3% | i | -13.6 | -5.7 | 1.0% | 0.0%
COc1ccc(F)cc1C(=O)C1CCCN(Cc2cccn2-c2cccnc2)C1 (stereo unspecified) | 3.4% | -0.1% | -4.6% | 12.7% | -0.2% | i | -5.6 | -24.0 | -1.1% | -5.6%
Cc1ccc(-n2nc(C)c(C(=O)N3CCN(C(=O)c4ccco4)CC3)c2-n2cccc2)cc1 | . | 0.1% | . | 10.7% | 4.3% | . | . | . | -0.3% | -3.5%
COc1ccc(S(=O)(=O)N2CCCC(C(=O)NCCN3CCOCC3)C2)cc1C (stereo unspecified) | . | 0.3% | . | -1.4% | 0.0% | . | . | . | -0.1% | 3.3%
CCc1ccc(C(C)NC(=O)c2cccs2)cc1 (stereo unspecified) | . | 1.2% | . | 15.4% | 6.8% | . | . | . | . | -4.6%
CCn1nc(C)c(C(=O)Nc2cc(Oc3ccc(Cl)cc3)cc([N+](=O)[O-])c2)c1C | 1.8% | 0.6% | -4.7% | 14.1% | -1.5% | i | 45.3 | 43.4 | 0.7% | -6.8%
Cc1nc(-c2cccnc2)sc1C(N)=O | 2.6% | 0.4% | -3.1% | 5.3% | 0.9% | . | -12.3 | -39.1 | . | -1.4% | Dengue-2 NS5 capping pilot replicate=-0.7
CCS(=O)(=O)N1Cc2ccccc2CC1C(=O)Nc1ccc(C)cc1 (stereo unspecified) | -2.2% | 0.1% | -4.6% | 7.8% | 0.3% | i | -1.3 | -1.8 | -0.3% | -5.4% | Dengue-2 NS5 capping pilot replicate=2.4
C[C@H](NS(=O)(=O)c1ccc(Cl)cc1)C(=O)OCC(=O)NC(=O)Nc1ccc2c(c1)OCCO2 | -3.9% | 2.7% | -0.2% | 7.8% | 0.7% | i | 0.7 | 7.3 | 0.5% | -7.7%
SMILES | CSM14.1 death rescue | UTI89 phage lysis | XIAP displacement | Large T inhibition | RSV antiviral HEp-2 | Yfh1-depleted yeast | WT yeast gro inh | WT yeast gro inh mutant strain | West Nile antiviral | Dengue-2 NS5 capping | others
Cc1nc(CNS(=O)(=O)c2cccs2)cs1 | 0.0% | -0.1% | -0.7% | 4.9% | 0.6% | i | -3.1 | 2.9 | -0.4% | 4.5%
CCn1nc(NC(=O)CC(C)C)c2cc3ccc(C)cc3nc21 | . | -0.1% | . | 3.4% | 3.6% | . | . | . | -0.3% | -4.1%
O=c1c2cccc3c2c(nn1-c1ccccc1)-c1ccccc1-3 | -0.4% | -0.3% | -2.7% | 4.8% | -0.1% | i | 0.3 | -3.6 | 0.3% | -6.2%
Cc1ccc2oc(=O)c(/C=C(\O)c3ccco3)nc2c1 | . | 0.2% | . | 11.2% | 0.3% | i | . | . | -0.4% | ?
COCCn1c(SCC(=O)NCc2ccccc2)nnc1-c1ccco1 | -1.8% | -0.8% | -6.9% | 9.1% | 1.0% | i | -11.7 | 6.2 | -0.2% | 1.6%
Cc1cc(=O)oc2cc(OC(=O)c3nn(C(C)C)c(=O)c4ccccc34)ccc12 | -3.2% | 1.6% | -9.4% | 12.9% | 9.6% | i | -8.2 | -1.1 | -0.5% | 1.5%
COc1cc(C)c(S(=O)(=O)Nc2ccccc2F)cc1C | 0.5% | 3.2% | -1.0% | 2.4% | 2.6% | i | 0.8 | 15.8 | 0.0% | 6.2%
CN1c2ccccc2N(C)C1(C)c1cccc2ccccc12 | 0.6% | -3.5% | -7.3% | 13.7% | 4.9% | i | 9.2 | 11.2 | -0.1% | 10.3%
C(=N/n1c2ccccc2c2ccccc21)/c1ccco1 | -2.9% | 0.0% | -2.5% | 8.4% | 17.4% | i | 15.1 | 11.4 | 0.0% | -0.7%
O=C(CN1C(=O)NC2(CCCCC2)C1=O)Nc1cc(C(F)(F)F)ccc1N1CCCCC1 | . | 1.0%[50 µM] | . | 6.7% | 0.0% | . | . | . | . | -3.6%
S=C(NCCc1ccccc1)N1CCCCC1 | -1.3% | -0.2% | -9.4% | 3.6% | 1.0% | i | 8.1 | 12.7 | 0.0% | -8.9%
CC(=O)O[C@H]1CC[C@@]2(C)C(=CC[C@H]3[C@@H]4CC[C@H](C(C)=O)[C@@]4(C)CC[C@@H]32)C1 | . | 2.6% | . | 4.4% | 3.2% | i | . | . | 0.3% | -5.9%
CCCN(CC(=O)Nc1cc(Cl)ccc1Cl)C(=O)/C=C/c1ccco1 | 1.9% | 3.8% | 1.2% | 4.8% | 1.0% | i | 21.0 | 0.2 | -1.8% | -6.9%
N#Cc1cc(C#N)c(SCC(=O)NCC2CCCO2)nc1N (stereo unspecified) | . | 0.3% | . | 7.4% | -0.5% | . | . | . | 0.8% | -13.4%
COc1ccccc1COCC(O)CNCC1(N2CCCCC2)CCCCC1 (stereo unspecified) | 0.0% | 0.1% | -2.5% | 6.6% | -0.9% | i | 21.9 | 22.8 | -0.2% | -0.7%
COc1cc2[nH]c(=O)n(Cc3ccc(C(=O)NCCCN4CCN(C)CC4)cc3)c(=O)c2cc1OC | -0.9% | 0.2% | -0.9% | 13.5% | 0.3% | i | 38.6 | 25.2 | -0.2% | -7.4%
COc1cc(CNc2ncn[nH]2)cc(Br)c1OC | -2.1% | 1.9% | -2.6% | -11.3% | 1.4% | i | 22.1 | -17.8 | 0.3% | -0.7%
CC(NC(=O)CN1C(=O)COc2ccccc21)c1ccccc1 (stereo unspecified) | . | 8.1% | -8.9% | 10.3% | -0.2% | i | 4.3 | 3.7 | -0.2% | 0.7%
Cc1nc(SCC(=O)c2cc3ccccc3oc2=O)c(C#N)c(-c2cccs2)c1C(=O)Nc1ccccc1 | -0.5% | -0.1% | -19.5% | 18.4% | 2.3% | i | 7.5 | 3.9 | -0.5% | 19.9%
Cc1ccc(CNC(=O)C(=O)NCCC2=CCCCC2)cc1 | 1.1% | -0.1% | -4.4% | 4.1% | 3.5% | i | 10.7 | 4.8 | ? | 2.7%
CCN(CC)CCOC(=O)c1ccc(Cl)cc1Cl | 1.5% | 0.0% | 1.6% | 9.7% | 2.1% | i | 1.8 | 1.5 | 0.6% | -2.3%
Cc1ccc(SCCN2CCC(NC(=O)OCc3ccccc3)CCC2=O)cc1 (stereo unspecified) | . | 0.5% | . | 8.2% | -0.1% | . | . | . | -1.2% | -19.2%
CCN(CC)CCCN1C(=O)C(O)=C(C(=O)c2ccco2)C1c1ccc(OC(C)C)cc1 (stereo unspecified) | 0.7% | ? | -5.3% | 4.2% | 1.6% | i | -5.1 | -2.1 | -0.1% | 3.2%
Cc1ccc(S(=O)(=O)N2CCCC2)cc1C(=O)O | -0.9% | -0.4% | -5.3% | -0.2% | 1.0% | i | 4.1 | -10.2 | 0.1% | 8.6%
Cc1ccc(N(C(=O)CNC(=O)c2ccco2)C(C(=O)NCC2CCCO2)c2ccccc2)c(C)c1 (stereo unspecified) | . | 0.2% | . | 18.4% | 0.7% | . | . | . | 0.9% | -9.8%
